D3 antag – D3 dopamine receptor (human) antagonism | D3R cells, DiscoveRx beta-arrestin luminescence, antagonist mode; hits give low values | max response, negative = inhibition, % | actives 2.5% (n = 360,000) | AID 652054; in the data active means max response below about -50%; inconclusive means no clear call, values can overlap the other calls; further: on the % scale 0 is the no-effect control and ±100 the full control effect; mostly tested at two doses, the higher about 12 µM
Target sequence (P35462 whole entry, looked up): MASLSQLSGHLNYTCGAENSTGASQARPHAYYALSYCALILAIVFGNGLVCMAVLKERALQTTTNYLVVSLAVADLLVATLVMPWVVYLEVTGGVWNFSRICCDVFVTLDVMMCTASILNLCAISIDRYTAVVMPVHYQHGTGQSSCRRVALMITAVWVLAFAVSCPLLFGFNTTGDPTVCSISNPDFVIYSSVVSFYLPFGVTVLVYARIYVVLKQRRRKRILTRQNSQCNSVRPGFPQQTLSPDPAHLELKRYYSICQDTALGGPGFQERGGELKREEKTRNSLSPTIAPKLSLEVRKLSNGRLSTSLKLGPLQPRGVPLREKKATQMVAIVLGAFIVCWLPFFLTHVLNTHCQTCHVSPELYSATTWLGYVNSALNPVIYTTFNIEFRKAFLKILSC
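Cells plated overnight at 1500 cells/well, then exposed to library compounds with dopamine controls for 90 minutes at 37 degrees C. DiscoveRx reagent added for 30–60 minutes at room temperature; luminescence read, quantitative HTS format.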
PTHR1 agonist – activates the human parathyroid hormone receptor PTHR1; HEK293 GP2 PTHR1 cells, GloSensor cAMP luminescence, 1 h; Q03431; AID 743266; Potency, µM (top dose mostly 115 µM), inactives show at the top dose activation, most hits filed as activators; actives 0.075% (n = 410,000); further: potency means the concentration at half of the fitted maximal effect; nearly all actives have a fitted effect of over 55% in size; some results filed as inactive show a strong effect at the top dose; inactives centre near -15; many of its hits are not listed in these tables
Target sequence (Q03431 whole entry, looked up): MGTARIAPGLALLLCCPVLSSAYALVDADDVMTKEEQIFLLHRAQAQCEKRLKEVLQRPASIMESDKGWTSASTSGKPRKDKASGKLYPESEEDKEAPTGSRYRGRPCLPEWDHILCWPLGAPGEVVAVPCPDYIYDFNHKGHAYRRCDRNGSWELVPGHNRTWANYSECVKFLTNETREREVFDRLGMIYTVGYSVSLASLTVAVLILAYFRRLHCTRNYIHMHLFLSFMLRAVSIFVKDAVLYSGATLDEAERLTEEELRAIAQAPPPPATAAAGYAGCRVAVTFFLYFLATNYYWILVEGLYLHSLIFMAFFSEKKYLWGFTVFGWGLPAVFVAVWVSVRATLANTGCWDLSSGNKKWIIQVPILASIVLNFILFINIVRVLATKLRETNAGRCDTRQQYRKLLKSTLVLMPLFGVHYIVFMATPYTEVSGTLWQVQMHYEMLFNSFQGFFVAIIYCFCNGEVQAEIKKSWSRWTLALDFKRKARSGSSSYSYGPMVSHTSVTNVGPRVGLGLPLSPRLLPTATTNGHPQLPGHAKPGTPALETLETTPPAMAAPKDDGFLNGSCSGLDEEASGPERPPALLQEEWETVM
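HEK-293-derived GP2 cells expressing PTHR1 and a GloSensor cAMP reporter, 3,000/well, plated overnight, given luciferin plus IBMX (each 0.5 mM as added) for 1 h at 37 °C, then compound for 1 h at 37 °C. Luminescence was read after 15 min at room temperature.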
D3 ag – activates the human D3 dopamine receptor | actives 0.58% (n = 410,000) | AID 652048 | max activation, % | D3R DiscoveRx beta-arrestin cells, luminescence, 90 min; in the data active means max activation above about 30%; further: 0% is about no effect; mostly tested at two doses, the higher about 12 µM
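Agonist mode: compounds and dopamine controls were applied to plated cells for 90 min at 37 degrees C after an overnight attachment at 1500 cells/well. Luminescent read-out followed 30 - 60 minutes at room temperature with DiscoveRx detection reagent.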
EPAC2 antagonist – EPAC2 (human) antagonism; Q8WZA2; EPAC2 GEF exchange of Rap1B-BODIPY-GDP, fluorescence; Potency, µM (titrated, usually from 114 µM), for the others: at the top dose activity, negative = inhibition, usual class: inhibitors; actives 0.18% (n = 360,000); further: potency means the concentration at half of the fitted maximal effect; on the % scale 0 is the no-effect control and ±100 the full control effect; nearly all actives have a fitted effect of over 45% in size; many of its hits are not listed in these tables
MmCpn inh – blocks the Methanococcus maripaludis chaperonin Mm-Cpn | purified Mm-Cpn ATPase, ADP Transcreener TR-FRET | Potency, µM (doses to about 76.9 µM), for inactives: top-dose activity, negative = inhibition, most hits filed as inhibitors | actives 0.031% (n = 330,000) | AID 504842; further: potency means the concentration at half of the fitted maximal effect; on the % scale 0 is the no-effect control and ±100 the full control effect; nearly all actives have a fitted effect of over 80% in size
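ATPase read-out: TR-FRET ADP immunoassay (anti-ADP Eu cryptate vs ADP-d2), ex 320 nm, em 590/665 nm; signal drops as ADP forms. Enzyme 25 nM, ATP 10 uM, 30 min at 37°C after 10 min compound preincubation.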
Akt phos inh – blocks phosphorylation of Akt; Neuro2A IGF-stimulated pAkt S473 HTRF, 20 min; hits give low values; activity change, % for hits at 50 µM; actives 0.32% (n = 360,000); AID 651550; in the data active means activity change below about -80%; inconclusive means mostly about -51% to -80%; further: on the % scale 0 is the no-effect control and ±100 the full control effect
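Neuro2A cells in DMEM with 0.5% FBS, overnight at 37 deg C, given compound at single 50 µM final, then IGF (6 nM final) for 20 min at 37 deg C. Lysed; phospho-Akt Ser473 by HTRF after 24 h, 665/615 ratio.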
CCT chaperon mod – modulators of cytosolic chaperonin (CCT/TRiC) activity | actives 0.3% (n = 360,000) | activity change, % (concentration not given with the values), hits read low | purified chaperonin ATPase assay, HTRF ADP detection, 30 min; in the data active means activity change below about -30%; further: on the % scale 0 is the no-effect control and ±100 the full control effect
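ATPase activity: ADP formed was measured by HTRF Transcreener (665/615 nm ratio) after 30 min at 37 deg C with 10 uM ATP. Compounds screened at one 76 uM concentration against 40 or 20 nM TRiC in Tris pH 7.4/KCl/MgCl2/DTT buffer.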
EPAC2 agonist – EPAC2 (human) agonism | Q8WZA2 | EPAC2 activation, biochemical qHTS; response scale: 100% = 6.5 mM cAMP response | Potency, µM (series often up to 154 µM), for the others: at the highest dose activation, most hits filed as activators | actives 0.079% (n = 360,000) | AID 720711; further: potency means the concentration at half of the fitted maximal effect; nearly all actives have a fitted effect of over 50% in size
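Each well held 100 nM EPAC2, 250 nM RAP1B-BODIPY-GDP and 50 uM GDP. Fluorescence, read at 5-min intervals to 30 min, was referenced to a 6.5 mM cAMP positive control.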
An asterisk follows results filed as active; i = inactive; ? = inconclusive; / = no result given; [ ] = dose if it differs, or a comment. Unless noted, the call rests on the fitted dose curve; in most records, active means well fitted curve in the direction sought with a large enough effect; inconclusive means small, poorly fitted or top-dose-only effect, or another doubt; inactive means no such curve, though single readings can be large; an effect the other way counts as inactive or inconclusive.

SMILES | D3 antag | PTHR1 agonist | D3 ag | EPAC2 antagonist | MmCpn inh | Akt phos inh | CCT chaperon mod | EPAC2 agonist
COc1ccccc1-n1c(=O)c(C#N)c(-c2ccc([N+](=O)[O-])cc2)c2cc(C(=O)c3cc(F)ccc3O)cnc21 | -11 | i | 3 | -10% | 1% | i | -4.6 | 13%
COc1cc2ncnc(NCc3ccc4c(c3)OCO4)c2cc1OC | -2 | i | 5 | -1% | 1% | i | -2.3 | 4%
O=C(NCCC1=CCCCC1)c1cc(S(=O)(=O)N2CCOCC2)ccc1Cl | 0 | -6% | 7 | 4% | -1% | i | -0.1 | 3%
COC(=O)c1ccc(COc2cccc(OC)c2)o1 | 9 | 9%[57.5 µM] | 22 | -2% | 0% | i | -1.3 | 10%
CCCCn1c(N)c(N(CCC(C)C)C(=O)C2=NN(c3ccccc3)C(=O)CC2)c(=O)[nH]c1=O | -5 | -37% | 0 | -6% | 0% | i | -2.7 | 8%
CCOC(=O)c1ccc(N=C2NC(=O)CS2)cc1 | 4 | i | 0 | 1% | 0% | i | -1.5 | 1%
Cc1cccc(N2CCN(C(=O)c3ccc4nc(-c5ccco5)c(-c5ccco5)nc4c3)CC2C)c1 (stereo not drawn) | 3 | ? | 9 | 11% | -2% | i | 0.3 | 17%
CC(C)CNC(=O)COc1ncnc2ccccc12 | -10 | -1%[57.5 µM] | -5 | -4% | -4% | i | -3.2 | 13%
COc1ccccc1-c1cnc(C(O)c2ccccc2)[nH]1 (stereo not drawn) | 0 | 11% | -11 | 7% | / | i | 1.2 | 9%
Cc1ccc(-c2csc(NC(=S)NC(=O)/C=C/c3ccco3)n2)cc1 | -14 | -4%[57.5 µM] | -9 | -3% | 2% | / | -0.1 | 10%
COc1cc(/C=C/c2[nH]c(=O)[nH]c(=O)c2[N+](=O)[O-])cc([N+](=O)[O-])c1O | -22 | i | -7 | -9% | -10% | i | -1.5 | -2%
Cc1c(Cl)cccc1NC(=S)NCc1cccn1C | -5 | i | 4 | 0% | 0% | i | -0.1 | 10%
O=C(CCc1nnc2ccc(NCc3ccco3)nn12)N1CCN(c2ccc(F)cc2)CC1 | 0 | i | 0 | 1% | 1% | i | -1.1 | -3%
Cc1ccc2c(c1)N(CC(=O)NCCCN1CCOCC1)C(=O)c1cccnc1O2 | ? | 1% | -7 | 4% | -2% | i | -1.1 | 16%
COCCN(C(=O)CSc1nnc(-c2cccc(Cl)c2)n1N)c1c(N)n(CC(C)C)c(=O)[nH]c1=O | 8 | -19% | 5 | 0% | / | i | -2.3 | 14%
O=C(/C=C/c1cccs1)N1CCN(Cc2ccc3c(c2)OCO3)CC1 | -10 | i | -5 | 0% | 2% | i | -1.9 | -8%
CCOC(=O)c1c[nH]c(=S)n(-c2ccccc2)c1=O | -11 | i | 30* | 6% | -2% | i | -0.5 | 2%
CCOC(=O)C1CCN(S(=O)(=O)c2cccc(C(=O)Nc3ccccc3)c2)CC1 | 4 | -13% | 8 | -23% | -2% | i | 0.1 | -6%
COc1ccccc1C(=O)NNC(=O)c1ccc(F)cc1 | -15 | -3% | -13 | 0% | -12% | i | -1.2 | 10%
CC(C)(C)C1CCC(OC(=O)C[N+]2(C)CCCCC2)CC1 (stereo not drawn) | -14 | i | 8 | -5% | 1% | i | -0.4 | 4%
Cc1ccc2nc3ccc(N4CCCCCCC4)nn3c(=O)c2c1 | -9 | -65%[inhibitor] | 2 | 14% | -1% | i | 1.4 | -7%
COc1ccc(-n2nc(C(=O)NCC(=O)NCC3COc4ccccc4O3)c3ccccc3c2=O)cc1 (stereo not drawn) | 24 | -15% | 5 | -1% | 1% | i | -1.5 | 0%
CN(C(=O)C1CCCC1)C1CCS(=O)(=O)C1 (stereo not drawn) | -17 | i | -4 | -3% | 0% | i | -3.1 | 21%
COc1ccccc1NC(=S)N1CCN(c2nc(-c3ccccc3)cs2)CC1 | -5 | -14% | 1 | 8% | -15% | i | -1.2 | 7%
CCN1CCN(C(=O)c2ccc3c(=O)n(Cc4ccccc4OC)c(=S)[nH]c3c2)CC1 | -50* | i | -7 | 2% | 2% | i | -1.7 | 0%
COc1cccc(C(=O)COc2ccc(NC(=O)c3ccccc3)cc2)c1 | -2 | -51%[inhibitor] | 1 | 1% | 0% | i | 0.7 | 9%
O=C(COC(=O)Cn1cc(C(F)(F)F)ccc1=O)Nc1ccccc1 | 0 | -4% | -16 | 4% | -2% | i | 1.2 | 2%
CC(=O)Nc1ccc(SC[C@H](Cc2ccccc2)N2CCN(CCc3ccccc3)CCC2=O)cc1 | 5 | -18% | -29 | -20% | 0% | i | 2.1 | 9%
CC(C)CCn1cnc2c(NCc3ccccc3)ncnc21 | 34 | i | -5 | -2% | 2% | i | -1.7 | 3%
CC(O)[C@H]1CNC(=O)C(=O)N1CCc1cccc(F)c1 (stereo partly drawn) | 24 | -24% | 2 | -3% | 3% | i | 0.7 | 5%
ClCc1csc(-c2ccc(Cl)cc2)n1 | -5 | i | -1 | 1% | -8% | i | 0.1 | 14%
O=C(c1ccc(NC2=NC3CS(=O)(=O)CC3S2)cc1)N(CCO)Cc1ccccc1 (stereo not drawn) | 3 | -23% | -3 | -5% | -1% | i | 0.3 | -1%
COc1cccc(CN2CCN(C3CCN(c4ccccc4C)CC3)CC2CCO)c1 (stereo not drawn) | -60* | -14% | -5 | 1% | 0% | i | 0.3 | 1%
COC(=O)COc1ccc(S(=O)(=O)NCCC2=CCCCC2)cc1 | -21 | i | -18 | 0% | 2% | i | -0.5 | 11%
O=C(COc1cc2oc(=O)c3c(c2cc1Cl)CCC3)NCC1CCC(C(=O)O)CC1 (stereo not drawn) | -1 | i | 3 | -8% | 2% | i | -0.5 | 3%
CCN(CC)C1CCS(=O)(=O)C1 (stereo not drawn) | -10 | ? | -6 | 4% | 1% | i | 0.1 | 7%
CC(=O)NS(=O)(=O)c1ccc(NC(=O)c2cccc(OCc3c(C)noc3C)c2)cc1 | 6 | -7% | -6 | -4% | -1% | i | 0.6 | 1%
Cc1ccc(NC(=S)N(CCN(C)C)Cc2cccs2)c(C)c1 | 4 | i | 2 | 6% | 0% | i | -1.6 | 8%
O=C(O)c1ccc(COc2ccc3ccccc3c2/C=C2/NC(=O)N(c3ccccc3)C2=O)cc1 | -10 | i | -23 | -6% | -1% | i | -3.9 | -10%
Cc1ccc(S(=O)(=O)Nc2nc(C)c(NC(=O)Nc3ccc(Cl)cc3Cl)s2)cc1 | 0 | 2%[57.5 µM] | -7 | 0% | 1% | i | -2.0 | -2%

Single values from the entries so far.
Under PTHR1 agonist, `COc1cccc(CN2CCN(C3CCN(c4ccccc4C)CC3)CC2CCO)c1` (stereo not drawn) reads -14%
Under D3 antag, `CN(C(=O)C1CCCC1)C1CCS(=O)(=O)C1` (stereo not drawn) reads -17
Under CCT chaperon mod, `COC(=O)COc1ccc(S(=O)(=O)NCCC2=CCCCC2)cc1` reads -0.5

New compounds follow
SMILES | D3 antag | PTHR1 agonist | D3 ag | EPAC2 antagonist | MmCpn inh | Akt phos inh | CCT chaperon mod | EPAC2 agonist
Cc1ccc(C)c(Oc2cc(NN3CCCCC3)c([N+](=O)[O-])cc2[N+](=O)[O-])c1 | -3 | -10% | 10 | -3% | -2% | i | -3.3 | 7%
COc1ccc(-n2c(C)cc(/C=C3/SC(=O)N(CC(=O)N4CCOCC4)C3=O)c2C)cc1 | 29 | i | 2 | 6% | 1% | i | -2.2 | -2%
Cc1cccc(Oc2ccccc2NS(=O)(=O)c2ccc(CCC(=O)O)cc2)c1 | 24 | -24% | 6 | -5% | 0% | i | -4.0 | 1%
[2H]C(CCOS(N)(=O)=O)c1ccccc1 (stereo not drawn) | -3 | -3% | -10 | 3% | 1% | i | -2.0 | 13%
COc1ccc(N2C(=O)CN=C2Nc2cccc(C)c2C)cc1OC | 6 | -6%[57.5 µM] | -2 | -17% | -1% | i | -1.4 | 6%
O=C(NCCOc1ccc(F)cc1)c1ccccc1SCc1ccccc1 | 44 | -24% | 7 | 50µM* | 0% | i | -3.7 | 9%
CCN(C(=O)CSc1nncn1-c1ccccc1)C1CCS(=O)(=O)C1 (stereo not drawn) | -3 | -20% | 4 | 0% | 2% | i | -0.7 | -3%
Cn1cnc(S(=O)(=O)N2CCN(c3ccccc3)CC2)c1 | 10 | i | 4 | 19% | 0% | / | -78* | 11%
Cc1cc(/C=N/n2cnnc2)c(C)n1-c1cc(Cl)ccc1Cl | -11 | i | -8 | -6% | 0% | i | 0.7 | 3%
O=C(COc1ccc(S(=O)(=O)N2CCOCC2)cc1)N1CCN(c2ccccc2)CC1 | 14 | -53%[inhibitor] | 6 | -2% | -1% | i | -0.9 | 2%
CC(=O)c1ccc(OCCCC(=O)Nc2ccc(C)c(S(=O)(=O)N3CCOCC3)c2)cc1 | ? | -22% | -1 | -9% | -6% | i | 1.3 | 2%
Cn1cnc([N+](=O)[O-])c1Nc1cccc(O)c1 | -6 | i | -4 | -4% | -1% | i | -2.2 | 6%
CS(=O)(=O)N(CC(=O)Nc1ccccc1C(=O)NCc1ccccc1)c1ccc2c(c1)OCCO2 | 20 | -2% | -1 | -5% | -1% | i | -6.3 | 15%
CCCOc1ccc(-c2c(C(=O)N/N=C(\C)c3cccnc3)nnn2-c2nonc2N)cc1 | 0 | -21% | -1 | -8% | 2% | i | -3.2 | 0%
CCOc1ccc2nc(SCC(=O)N(CC(C)C)c3c(N)n(CC(C)C)c(=O)[nH]c3=O)[nH]c2c1 | 13 | 3% | 3 | -1% | / | i | -2.5 | -5%
Cc1ccc(NC(=O)c2ccc(F)cc2)cc1S(=O)(=O)N1CCCCCC1 | 0 | -28% | 4 | -6% | 0% | i | -3.0 | 11%
COc1ccc(/C=C/C(=O)N2CCN(S(=O)(=O)c3ccccc3Br)CC2)cc1OC | 1 | -51%[inhibitor] | -7 | 3% | 1% | i | -0.6 | -2%
COc1ccc(-c2nc(C)ncc2-c2ccc(Cl)cc2)c(O)c1 | -12 | i | -2 | ? | 1% | i | -1.1 | 24%
Nc1nc(N)nc(-c2cccc([N+](=O)[O-])c2)n1 | 0 | 5% | -14 | 5% | / | i | -1.6 | 4%

An excerpt; the hit share may differ from the screen's.
